# LDHA inh: LDHA (human) enzyme inhibition | purified LDHA, NADH/diaphorase-resazurin fluorescence; stronger effect = lower value | activity change, % (values are at about 110 or 230 µM) | 480,000 compounds, 0.15% hits; in the data active means activity change below about -30%; inconclusive means mostly about -25% to -30%;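 further: plate controls were DMSO wells for no effect and wells without enzyme for full effect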
#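 Human LDH5 at 2 nM final in Tris HCl pH 7.4 with 0.06 mM NADH and 0.2 mM pyruvate, reacted 5 minutes at room temperature. Remaining NADH coupled via diaphorase/resazurin; resorufin fluorescence read at 0 and 20 minutes, normalized to enzyme-free and DMSO wells.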
# Vif-A3F inh: Vif-A3F binding inhibition; HeLa A3F-eYFP + Vif (tagged APOBEC3F with the HIV-1 protein that degrades it), YFP fluorescence increase; Potency, µM (titrated, usually from 46.1 µM), for the others: at the top dose activity, negative = active; 390,000 compounds, 0.2% hits; further: potency means the concentration at half of the fitted maximal effect; % of control where 0% means no effect; nearly all actives have a fitted effect of over 65% in size
#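 HeLa cells stably expressing Vif plus C-terminally eYFP-tagged A3F were seeded, incubated overnight at 37 deg C, dosed with compound, incubated overnight again at 37 deg C. Yellow fluorescence (Ex 488/Em 500-530) reported blocked Vif-mediated A3F-eYFP degradation.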
# GRP78 ERSR act: inducers of ER stress response in human glioma cells. 420,000 compounds, 0.02% hits. U87-MG GRP78 promoter luciferase reporter, 16 h. Potency, µM, for the others: top-dose activation, hits mostly activators; further: potency means the concentration at half of the fitted maximal effect; series mostly up to about 76 µM; % of control where 0% means no effect; nearly all actives have a fitted effect of over 35% in size
#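 Stably transfected U87-MG glioma cells carrying a GRP78-based luciferase sensor; 16 h compound incubation. Luminescence end-point read 10 min after Bright-Glo addition at room temperature.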
# TrxR1 substrate: substrates of rat thioredoxin reductase 1; O89049; purified TrxR1 substrate turnover, NADPH consumption readout; 390,000 compounds, 0.01% hits; Potency, µM (highest dose often 114 µM), inactives show at the top dose activity change, negative = substrate turnover; further: potency means the concentration at half of the fitted maximal effect; on the % scale 0 is the no-effect control and ±100 the full control effect; nearly all actives have a fitted effect of over 50% in size
#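 Rat TrxR1, dispensed at 90 nM, was prereduced with 400 uM NADPH (final) for 5 min at ~22 deg C, then incubated with compound 15 min before 400 uM selenite. A first-read NADPH fluorescence drop versus no-compound background flagged substrates.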
# USP1-UAF1 inh: blocks the human USP1/UAF1 deubiquitinase complex. recombinant USP1/UAF1, Ub-Rhodamine cleavage fluorescence. Potency, µM (titrated, usually from 57.1 µM), for the others: at the highest dose activity change, negative = inhibition, hits mostly inhibitors. 390,000 compounds, 0.23% hits. AID 743255; further: potency means the concentration at half of the fitted maximal effect; on the % scale 0 is the no-effect control and ±100 the full control effect; nearly all actives have a fitted effect of over 60% in size; inactives centre near -12
#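 Step one: compound is pinned into 1nM USP1/UAF1 in HEPES pH 7.8 buffer with TCEP. Step two: 15 min room-temperature incubation. Step three: Ub-Rho (150nM final) starts cleavage, tracked by fluorescence over six one-minute reads.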
# RXFP1 agonist: agonists of human relaxin receptor RXFP1. AID 2676. HEK293T-RXFP1 cAMP TR-FRET, 30 min; response scale: percent of porcine relaxin response, buffer zero. 370,000 compounds, 0.3% hits. Potency, µM (series often up to 57.5 µM), for the others: at the top dose activation, hits mostly activators; further: potency means the concentration at half of the fitted maximal effect; on the % scale 0 is the no-effect control and ±100 the full control effect; nearly all actives have a fitted effect of over 60% in size; many of its hits are not listed in these tables
# Target sequence (Q9HBX9 whole entry, looked up): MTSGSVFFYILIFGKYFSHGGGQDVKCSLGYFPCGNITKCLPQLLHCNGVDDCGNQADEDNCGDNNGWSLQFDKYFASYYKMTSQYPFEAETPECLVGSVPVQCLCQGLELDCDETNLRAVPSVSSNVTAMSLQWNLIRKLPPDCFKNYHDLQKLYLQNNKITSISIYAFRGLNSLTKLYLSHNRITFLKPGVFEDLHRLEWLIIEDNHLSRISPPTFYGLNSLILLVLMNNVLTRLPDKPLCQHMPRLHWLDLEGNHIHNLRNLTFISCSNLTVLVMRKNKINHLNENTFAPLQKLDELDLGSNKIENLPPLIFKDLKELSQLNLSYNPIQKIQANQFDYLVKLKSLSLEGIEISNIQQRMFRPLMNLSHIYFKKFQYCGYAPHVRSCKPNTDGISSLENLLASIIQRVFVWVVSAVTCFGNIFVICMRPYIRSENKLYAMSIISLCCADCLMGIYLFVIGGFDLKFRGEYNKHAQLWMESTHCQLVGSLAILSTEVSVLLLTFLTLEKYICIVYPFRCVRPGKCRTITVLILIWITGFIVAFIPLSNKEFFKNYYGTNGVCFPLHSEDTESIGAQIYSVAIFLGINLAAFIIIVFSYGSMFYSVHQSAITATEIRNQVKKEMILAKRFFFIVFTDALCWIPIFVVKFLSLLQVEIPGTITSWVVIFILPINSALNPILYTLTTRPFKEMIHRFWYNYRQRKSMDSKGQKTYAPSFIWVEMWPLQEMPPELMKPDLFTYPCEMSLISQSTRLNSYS
#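 HEK293 cells stably expressing RXFP1, treated 30 min at 37C with compounds plus PDE4 inhibitor Ro 20174; cAMP measured by HTRF TR-FRET. Normalized to buffer and 29 nM porcine relaxin; EC50 by Hill fit.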
# IDH1 R132H inh: inhibitors of human mutant IDH1 R132H. IDH1-R132H enzyme, NADPH consumption, diaphorase/resazurin fluorescence. Potency, µM (titrated, usually from 76.6 µM), without a hit: top-dose activity change, negative = inhibition, actives largely listed as inhibitors. 390,000 compounds, 0.093% hits. AID 602179; further: potency means the concentration at half of the fitted maximal effect; on the % scale 0 is the no-effect control and ±100 the full control effect; nearly all actives have a fitted effect of over 65% in size
#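 IDH1-R132H (0.5 ug/mL dispensed) in pH 7.5 Tris buffer was preincubated 30 min with compound, then given a substrate mix of 0.016 mM NADPH and 2 mM alpha-KG for 80 min at room temperature; remaining NADPH was read by diaphorase/resazurin fluorescence.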
# PI4K2A block: PI4K2A (human) kinase inhibition | Q9BTU6 | purified PI4K2A, ADP-Glo luminescence, 1 h; stronger effect = lower value | activity change, negative = inhibition, % at 76.9 µM | 420,000 compounds, 0.13% hits | AID 1346378; in the data active means activity change below about -50%; inconclusive means mostly about -30% to -49%;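 further: -100% = wells without enzyme as full effect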
#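 PI4K2A activity was measured by ADP-Glo luminescence: enzyme (4 ug/mL stock) and phosphatidylinositol (1.2 mM stock) in Tris pH 7.5/MgCl2/EGTA/Triton X-100 buffer were reacted with ATP (300 microM stock) for one hour at ambient temperature.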
# Vif-A3G inh: inhibitors of Vif-APOBEC3G interaction; Q9HC16; HeLa A3G-eYFP + Vif (tagged APOBEC3G with the HIV-1 protein that degrades it), YFP fluorescence, overnight; Potency, µM (doses to about 46.1 µM), without a hit: at the highest dose activity, negative = active, actives largely listed as inhibitors; 410,000 compounds, 0.076% hits;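 further: potency means the concentration at half of the fitted maximal effect; on the % scale 0 is the no-effect control and ±100 the full control effect; nearly all actives have a fitted effect of over 60% in size; hits raise eYFP signal because A3G escapes Vif-driven loss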
# Target sequence (Q9HC16 whole entry, looked up): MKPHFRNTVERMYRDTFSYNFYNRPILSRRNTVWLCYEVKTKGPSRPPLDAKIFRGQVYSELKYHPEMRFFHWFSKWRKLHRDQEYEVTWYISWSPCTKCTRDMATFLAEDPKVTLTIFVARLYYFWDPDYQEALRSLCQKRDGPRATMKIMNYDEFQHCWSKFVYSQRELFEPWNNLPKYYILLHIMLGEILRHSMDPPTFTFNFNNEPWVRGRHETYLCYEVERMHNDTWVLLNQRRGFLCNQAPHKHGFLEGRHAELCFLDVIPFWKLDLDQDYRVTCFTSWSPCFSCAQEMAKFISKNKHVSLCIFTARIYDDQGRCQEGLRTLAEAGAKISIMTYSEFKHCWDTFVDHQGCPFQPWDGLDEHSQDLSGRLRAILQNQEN
#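 Read-out is eYFP fluorescence (Ex 488/Em 500-530) from Vif-expressing HeLa A3G-eYFP cells; more signal means A3G escaped Vif-mediated degradation. Cells plated overnight, compound pinned in, incubated overnight at 37 deg C.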
# The depositor's hits bear a star; ? = inconclusive; · = not tested or not shown; & = joins results of further samples; [ ] = remark or other dose. Unless noted, the call rests on the fitted dose curve; in most records, active means well fitted curve in the direction sought with a large enough effect; inconclusive means small, poorly fitted or top-dose-only effect, or another doubt; inactive means no such curve, though single readings can be large; an effect the other way counts as inactive or inconclusive. These rows are one share of the data; the hit share may differ from the screen's.
# Values run as follows: RXFP1 agonist, PI4K2A block, USP1-UAF1 inh, TrxR1 substrate, GRP78 ERSR act, IDH1 R132H inh, LDHA inh, Vif-A3G inh, Vif-A3F inh
> CNCCCOc1cc2nc(N3CCCN(C)CC3)nc(NC3CCN(C)CC3)c2cc1OC
    ·, ·, ·, 72%[activator], -5%, ·, 9, 3%, ·
> COc1ccc(S(=O)(=O)Nc2ccc(F)cc2)c(C)c1C
    -1.7%, 0, -8%, -8%, -3%, 7%, -4, 0%, 1%
> O=C(NCc1ccncc1)c1ccc(S(=O)(=O)Nc2ccccc2)cc1
    1.5%, -3, -3%, 2%, -4%, -8%, -6, -3%, 3%
> O=S(c1ccccc1)C(c1ccccc1)c1ccccc1 (configuration not stated)
    ·, 1, -21%, 6%[57.1 µM], -1%, 1%, -6, -3%, 6%
> O=c1nc(-c2ccccc2)n(-c2ccccc2)c2ncccc12
    -4.2%, -4, -6%, 6%[57.1 µM], -2%, 6%, -4, -1%, -2%
> CCCCCOC(=O)CSc1nnc(-c2ccccc2)c(=O)[nH]1
    0.0%, -1, -14%, -1%, -3%, -5%, 4, -1%, 4%
> Cc1ccc(CSc2nc(N)cc(N)n2)cc1
    0.1%, 5, -17%, 10%[57.1 µM], 4%, 5%, -10, -1%, 2%
> Cc1ccccc1N1CCN(CC(=O)NCc2ccc(Cl)cc2)CC1
    -0.1%, 4, -17%, -8%, 0%, 8%, 0, 1%, 0%
> Cc1ccc2nc(CSc3nnc(NC(=O)c4ccc(C(C)(C)C)cc4)s3)cc(=O)n2c1
    6.5%, 5, -21%, 0%[57.1 µM], -3%, 2%, -6, 4%, 1%
> O=C(N/N=C/C(Br)=C/c1ccccc1)c1n[nH]c2c1CCC2
    -3.5%, -14, -8%, -2%[57.1 µM], -1%, -2%, 1, ?, -26%
> O=C(Nc1ccc(C(=O)N2CCOCC2)cc1)C1CC1
    ·, -1, -25%, 5%, -1%, 24%, -6, 1%, -6%
> COc1ccc(C(=O)N2CC(=O)Nc3ccc(Br)cc3C2c2ccc(F)cc2)cc1OC (configuration not stated)
    -1.2%, -1, -4%, -7%, -4%, 8%, -2, -5%, -7%
> CCCCNC(=S)N(C)/N=C/c1ccc2c(c1)OCO2
    0.8%, -5, 0%, -12%, -4%, 1%, -7, -14%, -4%
> CN(c1nnc(NC(=O)Nc2ccccc2C(F)(F)F)s1)C1CCCCC1
    14%, -1, ?, -1%, 7%, 13%, 5, -2%, 2%
> COc1ccc(NC(=O)CCn2cnnn2)cc1
    -1.2%, 1, -12%, -1%[57.1 µM], -2%, -9%, -4, -3%, 4%
> O=C(NC(=O)c1ccccc1)Nc1ccccc1
    1.7%, -7, 2%, 10%[57.1 µM], -8%, 15%, -7, -1%, 6%
> O=C(Nc1ccc(N2CCCCC2)cc1)C(Cl)c1ccccc1 (configuration not stated)
    -1.1%, -16, -3%, -6%, 1%, -1%, 1, -4%, -10%
> C=CCNS(=O)(=O)c1ccc(N2C(=O)c3ccccc3C2=O)cc1
    2.0%, -2, -17%, 4%, -1%, 4%, 0, 3%, -6%
> CCN(CC)CCCNC(=O)C1CCN(S(=O)(=O)CC)CC1
    -2.2%, -13, 15%, 0%[57.1 µM], 1%, -5%, 0, -1%, 3%
> COc1ccc(CCNC(=O)c2ccc(Cl)cc2)cc1OC
    0.6%, -5, 7%, 1%[57.1 µM], -5%, -6%, 0, -3%, 10%
> N#Cc1cccc(C(=O)Nc2cccc(S(=O)(=O)N3CCCC3)c2)c1
    3.1%, 0, -23%, -2%, ?, -10%, -4, 2%, 1%
> Cc1cc(Cn2nc(-c3ccccc3)cc2C(=O)NCC2CC2)on1
    -1.2%, 3, -1%, 4%[57.1 µM], -3%, 4%, -7, -2%, 1%
> O=C(Nc1ccc(F)c(Cl)c1)c1cncs1
    2.5%, 3, -23%, -4%, 2%, 7%, 1, 0%, -10%
> COc1ccc(NC(=O)CC2C(=O)NCCN2C(=O)c2ccccc2)cc1 (configuration not stated)
    -1.3%, 6, -19%, -12%, -4%, -9%, -3, 3%, 1%
> COc1ccc(-n2c(=S)[nH]c3cc(C(=O)NCc4ccccc4)ccc3c2=O)c(OC)c1
    2.5%, 11, -17%, -16%[57.1 µM], -3%, 4%, 2, 0%, 7%
> COC(=O)COc1ccc2c(-c3ccc(OC)cc3)cc(=O)oc2c1
    1.6%, -11, -2%, 3%[57.1 µM], 25µM*, -4%, -5, 2%, -1%
> Cc1c(CN2CCC(n3nccc3NC(=O)C3CCOC3)CC2)[nH]c2ccccc12 (configuration not stated)
    2.0%, 4, -17%, 5%, -5%, 0%, -3, 2%, 5%
> CC[C@]12c3[nH]c4ccc(Cl)cc4c3CCN1C(=O)[C@@H](CC(=O)NCc1ccco1)C[C@@H]2C(=O)N1CCN(C(=O)c2ccco2)CC1
    ·, -2, -31%, 3%, 0%, 1%, 0, -5%, 1%
> CC12CCC(=O)N1C(C(=O)Nc1ccccc1N1CCCCC1)CS2 (configuration not stated)
    0.4%, 2, 0%, -8%, -1%, 0%, -7, 0%, 10%
> CCN(C(=O)c1cn(C)c(=O)c2ccccc12)c1cccc(C)c1
    0.2%, -3, -7%, 6%[2.29 µM], -1%, 8%, -2&-2, -1%, 1%
> CCC(C)c1ccc(NC(=O)c2cccnc2)cc1 (configuration not stated)
    1.2%, -1, -9%, -6%, 10%, 4%, -4, -7%, -8%
> C[N+](C)(C)CCN1C(=O)CSC1=O
    -2.1%, 7, -5%, 0%, -3%, 7%, -5, -1%, 6%
> COc1cccc(N2C(=O)N(c3ccccc3Cl)C3CS(=O)(=O)CC32)c1 (configuration not stated)
    0.0%, 2, -11%, 2%, -2%, 8%, -6, 1%, -18%
> CCOc1ccccc1-c1nc(-c2cccc(Br)c2)no1
    0.4%, -8, -4%, 11%, -4%, 12%, 2, 0%, -12%
> O=C(CN1C(=O)COc2ccc(S(=O)(=O)N3CCCCCC3)cc21)N1CCN(c2ccc(F)cc2)CC1
    -2.4%, 1, -23%, -6%, -2%, 14%, 4, -12%, 4%
> Cc1cc(C)c(S(=O)(=O)N(C)CC(=O)NCc2ccccn2)c(C)c1
    -0.6%, -25, -18%, 12%[11.4 µM], -4%, 12%, -10, -2%, 14%
> COc1ccc(OCc2nc3c4c(ncn3n2)-c2ccccc2CC42CCCC2)cc1
    0.8%, 4, -23%, 7%, -5%, 2%, -11, -4%, -1%
> CCN1CCN(Cc2ccc(NC(=O)c3cc(NC(=O)c4ccno4)cc(OC)c3)cc2C(F)(F)F)CC1
    2.9%, -4&-5, -22%&-24%, 3%[57.1 µM], 0%&-3%, 3%&-4%, -2&-3, -8%&3%, -1%&-9%
> CC1(C)CC(N2CCN(C(c3ccccc3)c3ccccc3)CC2)=CC(=[N+]2CCCCC2)C1
    -1.3%, 2, -20%, -11%, -3%, -2%, -65*, -15%, 1%
> COc1ccc(C[C@@H]2OC3(C=CC(=O)C=C3)O[C@H]2Cc2ccc(OC)cc2)cc1
    ·, ?, -22%, -1%, -14%, -3%, -10, ?, -11%
> CC(=O)NC(c1ccccc1)c1nc(-c2cncnc2)cs1 (configuration not stated)
    ·, 0, ·, ·, -1%, ·, -11, -3%, ·
> CCC(=O)N1c2ccccc2CC1C(=O)NCCc1ccc(C)cc1 (configuration not stated)
    2.8%, 0, -20%, -5%[57.1 µM], -3%, -4%, -4, -3%, 0%
> Cc1ccc(SCCC(=O)N2CCOCC2)cc1
    -0.3%, -2, -14%, 12%, ?, 5%, -6, 1%, -16%
> C=CCN=C1SC(C)C(=O)N1S(=O)(=O)c1ccccc1 (configuration not stated)
    -2.9%, -1, 0%, -11%, -7%, 0%, -2, -1%, 0%
> CCN(CC)CCN1C(=O)C(=O)/C(=C(/O)c2ccc(C)cc2)C1c1cccnc1 (configuration not stated)
    0.0%, 0, -22%, -2%, -6%, -11%, 1, 4%, 1%
> Cc1c(CCC(=O)N[C@@H](CC(C)C)C(=O)O)c(=O)oc2cc3oc4c(c3cc12)CCCC4
    5.3%, -4, -2%, 12%, -11%, 5%, -2, 1%, 3%
> Cc1ccc(-c2csc3ncnc(SCC(=O)c4ccc5c(c4)OCCO5)c23)cc1
    -0.1%, 6, -5%, 11%[57.1 µM], -5%, -7%, -7, 1%, -20%
> CCn1cc(C(=O)NCCC(C)C)c(=O)c2cc(F)c(N3CCN(C)CC3)cc21
    0.0%, -1, 3%, 17%, -3%, 7%, 0, 0%, -3%
> CCC(C)(C)C(=O)Nc1ccc(OC)cc1[N+](=O)[O-]
    -1.1%, -3, -2%, -11%, -1%, -2%, 4, 1%, -14%
> Cc1cc(C(=O)N2CCN(Cc3ccc4c(c3)OCO4)CC2)on1
    3.3%, -6, -12%, -1%, -2%, -2%, 2, -3%, -2%
> Cc1ccc(NC(=O)Cn2cc(S(=O)(=O)NC(C)C)c(S(=O)(=O)NC(C)C)c2)cc1Cl
    -0.7%, 1, -11%, -4%, -1%, -7%, 2, -1%, -5%
> COC(=O)c1ccc(/C=N/NC(=O)CC(=O)NC(C)C)cc1
    -1.4%, 0, 2%, 1%, -1%, 2%, -4, -1%, -3%

# Screens: PubChem, National Center for Advancing Translational Sciences (NCATS)
